# Integrin act MD: activates integrin-mediated alleviation for muscular dystrophy; alpha7betagal myoblasts, beta-gal FDG fluorescence, 48 h; Potency, µM (titrated, usually from 38.3 µM), for inactives: at the top dose activation, hits mostly activators; 350,000 tested, 0.064% active; AID 624291;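 further: potency means the concentration at half of the fitted maximal effect; 100% = response of the positive control SU9516; nearly all actives have a fitted effect of over 60% in size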
#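 alpha7betagal+/- myoblasts (passage 13, 250/well) treated 48 h at 37C with compounds at 1:260 dilution of DMSO stock. Lysed, then beta-galactosidase activity read as FDG fluorescence (ex 480/em 540) after 30 min, with pre-read for autofluorescence.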
# FBPA coupling cs: coupling enzyme interference in Giardia aldolase counter-screen; coupling enzyme system counterscreen, AmpLite Red fluorescence; activity change, negative = inhibition, % at 58.2 µM, hits read low; 290,000 tested, 0.67% active; AID 2472; in the data active means activity change below about -30%; further: on the % scale 0 is the no-effect control and ±100 the full control effect
#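 Coupling enzymes only (glyceraldehyde-3-phosphate) + compound, at 57.5 uM final, 10 min RT; add substrate/coupling/AmpLite Red mix, 20 min RT; fluorescence ex 525/em 598 nm. Actives flag coupling-system interference.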
# TRPV1 agonist: agonists of human vanilloid receptor 1 (TRPV1); 320,000 tested, 0.19% active; activation, % at 8.33 µM; Q8NER1; TRPV1-expressing cells, Fluo-8 calcium influx, agonist mode; in the data active means activation above about 80%; inconclusive means between about 30% and that limit; further: 0% is about no effect
#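 TRPV1-expressing cells were cultured overnight at 35.5C and loaded with Fluo-8 calcium dye for 40 to 90 min at room temperature. After a 10 s baseline, compound was added and calcium influx was read kinetically for 3 min (ex 480/em 520 nm).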
# A-T KAP1 phos: potential ataxia-telangiectasia treatments restoring KAP-1 phosphorylation; […] A-T fibroblasts, KAP-1 phosphorylation AlphaLISA; neocarzinostatin DNA damage 30 min before lysis; Potency, µM (top dose mostly 57.5 µM), without a hit: at the top dose activation, hits mostly activators; 320,000 tested, 0.19% active; AID 485349; further: potency means the concentration at half of the fitted maximal effect; % of control where 0% means no effect; nearly all actives have a fitted effect of over 45% in size
#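 ATM-like activity read as KAP-1 phosphorylation via AlphaLISA donor/acceptor antibody pairs after lysis and 6 hr at 25C. Cells were ATM-null patient fibroblasts ([…], hTERT), dosed 60 min, then exposed to the DSB inducer NCS for 30 min.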
# MBNL1-CUG inh: blocks human MBNL1 binding to CUG repeat RNA; 280,000 tested, 0.036% active; TR-FRET MBNL1-His/biotin-(CUG)12 binding, 665/545 ratio; AID 2675; Q9NR56; Potency, µM (series often up to 57.5 µM), inactives show at the top dose activity change, negative = inhibition, hits mostly inhibitors; active means well fitted inhibition curve with a large enough effect in the signal ratio, with a control signal flat, not every such curve was filed as active; inconclusive means small, poorly fitted or top-dose-only effect, or effect the other way, or a change in a side signal; inactive means no such curve, though single readings can be large or run the other way; the % refers to the signal ratio; further: potency means the concentration at half of the fitted maximal effect; on the % scale 0 is the no-effect control and ±100 the full control effect
#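 Compound titration spanned 92 nM–58 uM against the MBNL1-His/biotin-(CUG)12 complex. After 60 min at room temperature with 5 nM streptavidin-XL665 and 0.055 ng/ul terbium anti-His, ratiometric 665/545 nm emission (Ex 340 nm) normalized to controls.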
# KCNH2 3.1 block: KCNH2 3.1 (human) potassium channel inhibition; U2OS KCNH2 3.1, thallium flux FluxOr; active compounds read low; activity change, % (tested at about 1.8 µM); 340,000 tested, 0.95% active; AID 720553;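 active means maximum activity change below -70%; inconclusive means maximum activity change from -70% to -50%; inactive means maximum activity change above -50%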;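 further: thallium influx rate constant from kinetic fluorescence after stimulation buffer; on the % scale 0 is the no-effect control and ±100 the full control effect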
#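 Thallium flux via FluxOr fluorescence (Red40 quencher, 45 min loading) in U2OS cells virally expressing the KCNH2 3.1 isoform (1.77 x 10^8 /mL virus, overnight at 37 C). Rate constants from 2-min kinetic reads post-stimulation, normalised to positive and negative controls.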
# ASM inhibitor: inhibitors of human secretory acid sphingomyelinase; placental ASM, HMU-PC fluorogenic substrate, 60 min; Potency, µM (titrated, usually from 57.5 µM), inactives show at the top dose activity change, negative = inhibition, usual class: inhibitors; 340,000 tested, 0.006% active; AID 504937; further: potency means the concentration at half of the fitted maximal effect
# Target sequence (P17405 47-631 limits assumed): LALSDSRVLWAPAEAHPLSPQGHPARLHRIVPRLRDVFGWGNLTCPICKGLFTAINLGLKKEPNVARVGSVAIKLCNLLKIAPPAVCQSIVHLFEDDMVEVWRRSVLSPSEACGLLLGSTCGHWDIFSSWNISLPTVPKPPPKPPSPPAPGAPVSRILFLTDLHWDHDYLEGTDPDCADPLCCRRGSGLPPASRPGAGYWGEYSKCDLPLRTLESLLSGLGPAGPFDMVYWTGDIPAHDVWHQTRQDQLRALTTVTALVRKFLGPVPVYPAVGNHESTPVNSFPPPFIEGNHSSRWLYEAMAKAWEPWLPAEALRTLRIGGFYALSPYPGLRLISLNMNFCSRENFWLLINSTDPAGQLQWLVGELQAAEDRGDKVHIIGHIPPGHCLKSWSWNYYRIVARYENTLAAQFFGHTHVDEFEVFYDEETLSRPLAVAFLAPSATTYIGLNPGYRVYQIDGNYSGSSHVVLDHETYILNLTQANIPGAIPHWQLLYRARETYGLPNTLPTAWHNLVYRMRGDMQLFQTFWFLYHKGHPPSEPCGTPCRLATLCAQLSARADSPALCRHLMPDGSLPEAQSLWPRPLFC
#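 Fluorogenic HMU-PC substrate (9 uM final) is turned over by placental ASM in 60 min at 37 C after a 10 min compound preincubation. Reaction ended by alkaline stop (pH 10), with fluorescence read at 386/447 nm.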
# GALK inhibitor: inhibitors of human galactokinase | Potency, µM (titrated, usually from 57.5 µM), inactives show at the top dose activity change, negative = inhibition, actives largely listed as inhibitors | Purified GALK, Kinase-Glo residual ATP luminescence | P51570 | 270,000 tested, 0.007% active | AID 1868; further: potency means the concentration at half of the fitted maximal effect; on the % scale 0 is the no-effect control and ±100 the full control effect
# Target sequence (P51570 whole entry, looked up): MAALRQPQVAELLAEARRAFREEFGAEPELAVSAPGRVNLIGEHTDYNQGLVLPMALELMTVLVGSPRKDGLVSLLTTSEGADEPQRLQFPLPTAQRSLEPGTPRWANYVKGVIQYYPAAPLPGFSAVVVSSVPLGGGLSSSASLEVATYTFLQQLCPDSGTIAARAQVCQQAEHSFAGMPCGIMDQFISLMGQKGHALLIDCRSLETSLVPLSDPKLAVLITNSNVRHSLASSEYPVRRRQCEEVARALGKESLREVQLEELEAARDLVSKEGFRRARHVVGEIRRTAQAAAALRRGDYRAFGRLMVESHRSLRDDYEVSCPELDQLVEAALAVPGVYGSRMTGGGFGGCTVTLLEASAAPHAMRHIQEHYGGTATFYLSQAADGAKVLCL
#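 Galactose (100 uM) and ATP (35 uM) were turned over by 5 nM GALK for 1 h at RT. Kinase-Glo Plus then converted the remaining ATP into a luminescent signal.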
# CXXC DNA block: blocks binding of human MLL CXXC domain to DNA; MLL-CXXC / FITC-HOXA9 DNA fluorescence polarization; Potency, µM (doses to about 115 µM), without a hit: at the top dose activity change, negative = inhibition, most hits filed as inhibitors; 290,000 tested, 0.037% active; active means well fitted inhibition curve with a large enough effect in the polarisation, with a control signal flat, not every such curve was filed as active; inconclusive means small, poorly fitted or top-dose-only effect, or effect the other way, or a change in a side signal; inactive means no such curve, though single readings can be large or run the other way; the % refers to the polarisation; further: potency means the concentration at half of the fitted maximal effect
#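 Purified MLL-CXXC (added from a 7 uM solution) was preincubated 5 min at ambient with pinned compounds in 50 mM Tris-HCl pH 7.5, 50 mM NaCl, 1 mM DTT, 0.05% BSA. Fluorescein-labeled HOX-A9 DNA (50 nM solution) followed, 30 min, then polarization read.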
# hERG WT inh: blocks the wildtype human KCNH2 potassium channel; U2OS, BacMam KCNH2, thallium flux FluxOr; active compounds read low; 340,000 tested, 0.37% active; Q12809; activity change, % at 1.84 µM;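 active means maximum activity change below -70%; inconclusive means maximum activity change between -70% and -50%; inactive means maximum activity change above -50%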; further: on the % scale 0 is the no-effect control and ±100 the full control effect
#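 U2OS cells transduced with wild-type KCNH2 virus are loaded with FluxOr dye for 45 min, and thallium flux is measured in kinetic reads before and after stimulation buffer. Rate constants are normalized to DMSO controls.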
# Active calls of the source: *; i = inactive; ? = inconclusive; / = no result given; [ ] = dose if it differs, or a comment. Unless noted, the call rests on the fitted dose curve; in most records, active means well fitted curve in the direction sought with a large enough effect; inconclusive means small, poorly fitted or top-dose-only effect, or another doubt; inactive means no such curve, though single readings can be large; an effect the other way counts as inactive or inconclusive.
SMILES,Integrin act MD,FBPA coupling cs,TRPV1 agonist,A-T KAP1 phos,MBNL1-CUG inh,KCNH2 3.1 block,ASM inhibitor,GALK inhibitor,CXXC DNA block,hERG WT inh
c1nc(NCC2(N3CCOCC3)CCCCC2)c2ccsc2n1,0%,3,4,-2%,-2%,-5,2%,-3%,3%,7
CCC1(CC)C(=O)C(C)(C)C(=O)OC1c1cccs1 (configuration not stated),11%,-1,5,6%,7%,1,0%,-2%,-1%,13
CCOC(=O)NC(=O)c1cn(CCNCCO)c(=O)[nH]c1=O,17%,2,-1,1%,1%,-11,2%,0%,5%,-9
CCOCCCN(C(=O)CNC(=O)c1ccco1)C(C(=O)NC1CCCC1)c1cccc(OC)c1 (configuration not stated),-4%,-4,1,-4%,-6%,-1,-4%,-3%,9%,0
C=CCCc1ccc(C#N)c(SCc2c(C(=O)OCC)c3cc(OC(C)=O)c(Br)cc3n2C)n1,-44%,0,-2,0%,-5%,-9,-3%,-1%,-1%,-3
COCCNC(=O)c1c[nH]c2ccc(OC)cc2c1=O,12%,5,1,8%,-12%,-5,-2%,2%,-4%,-7
O=C(COc1ccc(Cl)cc1[N+](=O)[O-])N1CCCCC1,-28%,2,8,6%,?,19,-1%,-2%,2%,-6
CCCCOc1ccc(/C(O)=C2/C(=O)C(=O)N(Cc3cccnc3)C2c2ccncc2)c(C)c1 (configuration not stated),1%,17,1,8%,193%[activator],-6,-2%,/,-5%,5
Cc1csc2nc(O)c(C(=O)NC3CCCCCC3)c(=O)n12,-5%,/,7,4%,/,-11,-5%,/,/,-5
O=C(c1ccccc1Cl)N1CCN(C(=O)C2CCCO2)CC1 (configuration not stated),-20%,/,-5,6%,/,-11,4%,/,/,-10
CC(=O)NC(C)C(c1cccs1)N1CCN(c2ccccc2)CC1 (configuration not stated),-4%,3,0,-4%,-23%,-5,2%,1%,-4%,2
COc1ccc(OC)c(N/C(=N/C(=S)Nc2ccccc2)Nc2nc(C)cc(C)n2)c1,-17%,-4,14,9%,-10%,1,-2%,/,7%,1
Cc1cc(/C=C2\SC(=O)NC2=O)c(C)n1-c1ccc(N(C)C)cc1,-2%,2,5,0%,-2%,-1,8%,-3%,0%,-8
N#CC1(Nc2ccc(C(=O)O)cc2)CCCC1,2%,/,/,/,/,-34,5%,/,/,1
Cc1ccc(N2CC(C(=O)OCc3ccccc3F)CC2=O)cc1 (configuration not stated),8%,2,?,1%,-11%,24,1%,-1%,-1%,-7
C/C(=N\Nc1nc(N2CCCCC2)nc(N2CCOCC2)n1)c1cccs1,-4%,1,21,-2%,-3%,-13,-2%,8%,0%,0
CCN(CC)C(=O)CSc1nc2cc3c(cc2c(=O)n1Cc1ccco1)OCO3,-7%,3,5,0%,-7%,-3,-4%,2%,0%,15
CCCc1nn2c(=O)c(C(c3ccc(C)cc3)c3c(O)nc4sc(CCC)nn4c3=O)c(O)nc2s1,0%,8,0,23%,-7%,?,1%,/,-18%,-2
S=C1NCN(C2CCCCC2)CN1Cc1ccccc1,20%,-1,1,0%,3%,-3,0%,0%,-3%,-4
CSc1ccccc1NC(=O)CSc1nnc(Cc2ccccc2)o1,10%,0,2,8%,-1%,-8,-2%,-2%,23%,4
COC(=O)C1CCN(C(=O)COC(=O)CSc2ccc(C(N)=O)cc2[N+](=O)[O-])CC1,-9%,/,5,-4%,/,3,0%,/,/,-5
O=C(Cc1ccccc1)NCC1OCCc2ccccc21 (configuration not stated),-296%[inhibitor],-2,9,-5%,3%,-4,-1%,-1%,-10%,-11
CN1CCN(C(=O)CCN2C(=O)/C(=C/c3ccccc3Cl)SC2=S)CC1,-57%[inhibitor],5,15,-1%[11.5 µM],?,-2,-10%,-1%,-27%,8
CN(C)c1nc(C(=O)O)nc(N2CCOCC2)n1,8%,8,-5,4%,2%,13,6%,-3%,15%,-4
COc1ccc(-n2nnc3c(=O)n(CC(=O)Nc4ccc5c(c4)OCCO5)cnc32)cc1OC,-13%,/,0,5%,-2%,3,-2%,-4%,4%,-6
Cn1c(=O)c2[nH]c(CNc3ccc(C(=O)O)cc3)nc2n(C)c1=O,14%,0,-15,0%,6%,21,1%,4%,-5%,8
O=C(CC1Sc2ncnn2C1=O)Nc1ccc(Cl)cc1 (configuration not stated),10%,2,1,-4%,-6%,4,-5%,-1%,66%[activator],-2
CC/C(=N/NC(=O)c1ccccc1O)c1c(C)[nH]n(-c2ccccc2)c1=O,0%,/,/,/,/,0,18%,/,/,-1
Cc1ccc(C)c(CN2C(=O)C3CCCN3c3ccc(S(=O)(=O)N4CCOCC4)cc32)c1 (configuration not stated),/,0,7,-2%,23%,/,/,3%,20%,/
Cc1csc(NC(=O)c2ccccc2C(=O)O)n1,11%,-3,-1,6%,10%,-2,0%,-5%,5%,-1
CCCC(=O)Oc1ccc2c(C)cc(=O)oc2c1,4%,-6,-1,-8%,2%,2,i,4%,?,4
CCCC(C)NC(=O)CSc1nc2ccc(C)cc2[nH]1 (configuration not stated),-13%,-2,?,-7%,-3%,-15,8%,-2%,-5%,/
CC(C)CNC(=O)c1cccc(NC(=O)CSc2ccccc2)c1,-11%,-3,7,5%,-6%,-1,3%,2%,0%,2
CSc1ccccc1OCc1cc(C(=O)N2CCc3[nH]cnc3C2c2ccccn2)no1 (configuration not stated),-21%,/,-2,28%,-3%,-6,0%,-8%,10%,-6
Cc1noc(C)c1COC(=O)C(c1ccccc1)c1ccccc1,-166%[inhibitor],8,8,14%,-1%,-6,-2%,8%,-6%,2
CCNC(=O)COC(=O)c1cccc(Br)c1,10%,12,20,-50%,-6%,14,1%,1%,0%,-12
O=C(NCc1ccco1)c1cc([N+](=O)[O-])ccc1N1CCCCC1,33%,4,2,/,?,12,-3%,2%,-6%,8
COC(=O)c1ccc(-n2nc(C(F)(F)F)c3c2-c2ccoc2CC3)cc1,-12%,0,5,1%,-5%,-4,-10%,1%,3%,1
O=C(NN=C1C2CC3CC(C2)CC1C3)c1ccccc1O,?,2,27,-2%,/,-8,2%,5%,7%,1
COc1ncnc2c1NC(=O)CS2,-7%,0,-1,5%,-4%,8,3%,1%,0%,0
Cc1cccc(NC(=O)CSc2cccc3cccnc23)c1,-12%,1,2,14%,35%[activator],7,3%,-5%,0%,-10
N#CCC(=O)Nc1ccc(C(=O)Nc2cccnc2)cc1,39%,-1,0,-9%,/,-17,-1%,-1%,1%,8
CC(C)N(Cc1ccccc1)C(=O)CN1C(=O)NC2(CCCC2)C1=O,1%,/,2,2%,/,4,2%,/,/,-11
O=C(CC1CC2CCC1C2)NC1CCCCCCC1 (configuration not stated),?,2,?,-7%,-5%,18,1%,3%,-1%,-8
COc1cccc(/C(O)=C2/C(=O)C(=O)N(CCCN3CCOCC3)C2c2ccncc2)c1 (configuration not stated),16%,-1,-1,-3%,-5%,2,-1%,-3%,-2%,-9
Cn1nc(C(=O)Nc2cccc(S(=O)(=O)N3CCCCC3)c2)c2ccccc2c1=O,-9%,/,2,-4%,/,-35,-12%,/,/,-4
COc1ccc(CNC(=O)Cn2ccc(NC(=O)OCc3ccccc3)nc2=O)cc1,11%,/,1,4%,/,-14,3%,/,/,-6
CCSc1nnc(NC(=O)c2ccc3c(c2)OCO3)s1,-2%,-12,?,-4%,7%,4,-1%,1%,6%,-2
Cc1c(NC(=S)NC(=O)Cc2ccccc2)cccc1C(=O)O,14%,4,1,1%,4%,23,3%,3%,2%,1
O=C(COc1ccc(Cl)cc1[N+](=O)[O-])N1CCCCCC1,-13%,3,6,2%,23%,-13,0%,1%,-27%,-5
COc1ccc(C(=O)Nc2nc3ccccc3[nH]2)cc1S(=O)(=O)N1CCCC1,-13%,4,0,0%,-5%,-10,-2%,0%,-22%,4
CS(=O)(=O)Cc1ccc(C(=O)N2CCCC2c2cccs2)cc1 (configuration not stated),3%,0,4,-1%,-3%,-9,-3%,0%,-9%,0
CCOC(=O)CSc1cc(CS(=O)c2ccc(Cl)cc2)nc(-c2ccccc2)n1 (configuration not stated),16%,1,?,-5%,1%,-19,-13%,2%,-8%,-11
Cc1occc1C(=O)N/N=C/c1cccnc1,-1%,2,/,2%,1%,10,3%,-1%,-2%,-2
C[C@H](CO)N1C[C@H](C)[C@@H](CN(C)S(=O)(=O)c2cccs2)Oc2c(NC(=O)Cc3ccccc3)cccc2C1=O,-28%,/,/,6%,/,-1,5%,/,/,7

# Compound activity as filed in PubChem.
